Screening results deposited in PubChem BioAssay by several laboratories.
GC-A act – GC-A stimulated cGMP production enhancers – HEK293 GC-A cells, cGMP TR-FRET, EC30 ANP, primary screen; activation, % at 10 µM; AID 1671463, 2021; 0% at EC30 ANP, 100% saturating ANP; Atrial natriuretic peptide receptor 1 (Homo sapiens), P16066; actives 0.14% (n = 370,000); in the data active means activation above about 40%
SMARCA2 act – SMARCA2 (BRM) function activators, primary screen, cell-based, luminescence, high throughput; actives 1% (n = 370,000); activation, % at 9.1 µM; AID 652017, 2013; MG213 cells, MMTV-luciferase reporter, dexamethasone, overnight; in the data active means activation above about 7.8%;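 further: 0% = vehicle wells and 100% = reference activator wells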
GC-B act – human GC-B receptor activators, primary screen, HEK293 GC-B cells, cGMP TR-FRET, EC30 CNP; 0% at EC30 CNP, 100% saturating CNP; Atrial natriuretic peptide receptor 2 (Homo sapiens), P20594; actives 0.11% (n = 370,000); activation, % at 10 µM;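 active means activation at 10 µM reaching about 35% in either raw or pattern-adjusted values, limit read from the data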
rCAG RNA binder – binders of r(CAG) RNA repeats, primary screen, biochemical, fluorescence; r(CAG) RNA repeat, TO-PRO-1 dye displacement fluorescence; inhibition, % at 3 µM; actives 1.3% (n = 370,000); AID 651821, 2012;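 active means inhibition above the plate cutoff, the mean of all test compounds on that plate plus 3 SD, cut at about 35% in these data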;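 further: 0% = DMSO alone and 100% = 100 µM mitoxantrone as full dye displacement; higher means more dye released from RNA so lower well fluorescence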
Rev-erbA mod – modulators of Rev-erb alpha DNA binding, primary screen, biochemical, FITC-DNA, fluorescence polarization, uHTS; Nuclear receptor subfamily 1 group D member 1 (Homo sapiens), P20393; Rev-erbα–FITC-DNA binding, 90 min; activity, % at 10 µM; actives 0.79% (n = 370,000); AID 1259318, 2017;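 active means activity above about 14%, limit read from the data; passing the limit was not always enough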;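 further: 0% = DMSO wells with 35 nM protein and 100% = DMSO wells with 750 nM protein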
Target sequence (P20393 whole entry, looked up): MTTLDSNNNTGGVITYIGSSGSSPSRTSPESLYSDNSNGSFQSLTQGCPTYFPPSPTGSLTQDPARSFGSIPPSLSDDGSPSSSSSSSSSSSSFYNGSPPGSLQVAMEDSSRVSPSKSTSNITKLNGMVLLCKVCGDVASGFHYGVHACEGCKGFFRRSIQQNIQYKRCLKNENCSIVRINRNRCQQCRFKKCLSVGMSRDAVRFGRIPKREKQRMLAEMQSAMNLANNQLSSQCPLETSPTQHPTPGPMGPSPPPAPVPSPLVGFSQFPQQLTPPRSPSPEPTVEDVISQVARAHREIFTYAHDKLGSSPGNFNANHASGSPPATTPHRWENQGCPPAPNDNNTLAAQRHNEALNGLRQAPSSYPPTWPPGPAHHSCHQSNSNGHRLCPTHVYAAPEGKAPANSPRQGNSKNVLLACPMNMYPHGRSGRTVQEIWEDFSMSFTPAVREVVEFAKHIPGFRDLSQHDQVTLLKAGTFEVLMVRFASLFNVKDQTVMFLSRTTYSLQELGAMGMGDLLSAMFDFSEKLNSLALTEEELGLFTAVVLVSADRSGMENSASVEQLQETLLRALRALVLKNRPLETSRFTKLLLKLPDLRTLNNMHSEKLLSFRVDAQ
HTRA1 inh – HTRA1 serine protease inhibitors, primary screen, biochemical, fluorescence polarization, HTS; Q92743; recombinant HTRA1, FP-rhodamine activity-based probe; inhibition, % at 5.96 µM; actives 0.5% (n = 340,000); AID 504803, 2011; in the data active means inhibition above about 36%;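 further: 0% = enzyme with DMSO and 100% = wells lacking enzyme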
mABHD4 FP – ABHD4 inhibitors, primary screen, biochemical, fluorescence polarization, mouse | (Lyso)-N-acylphosphatidylethanolamine lipase (Mus musculus), Q8VD66 | purified mABHD4, FP-Rh probe fluorescence polarization | inhibition, % at 8.92 µM | actives 0.54% (n = 370,000) | AID 720543, 2013;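 active means inhibition exceeding the mean over every tested compound plus 3 SD, cut at about 30% in these data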;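 further: 0% = plate median of compound wells and 100% = S159A mutant with DMSO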
Target sequence (Q8VD66 whole entry, looked up): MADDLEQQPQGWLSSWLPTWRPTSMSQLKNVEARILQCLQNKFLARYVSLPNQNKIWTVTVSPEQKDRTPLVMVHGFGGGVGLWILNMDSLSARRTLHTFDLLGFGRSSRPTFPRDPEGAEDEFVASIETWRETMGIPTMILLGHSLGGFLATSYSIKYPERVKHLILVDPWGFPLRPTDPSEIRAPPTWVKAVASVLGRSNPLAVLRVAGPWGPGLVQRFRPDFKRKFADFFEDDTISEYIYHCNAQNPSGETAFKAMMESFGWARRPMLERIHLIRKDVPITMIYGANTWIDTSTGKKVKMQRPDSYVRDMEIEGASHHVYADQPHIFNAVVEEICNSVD
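System: mouse ABHD4 enzyme, wild type / Medium: HEPES pH 7.0, NaCl, Pluronic buffer / Reagent: FP-Rh activity-based fluorescent probe / Control set: S159A mutant high control, sample median low control / Detection: fluorescence polarization with parallel and perpendicular emission, 525/598 nm / Schedule: 45 min + 60 min at 25 °C / Compound dosing: 8.92 µM, single dose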
ARFGAP1 inhibitor – inhibitors of rat ARFGAP1 GAP activity, primary screen, biochemical, fluorescence polarization, GDP tracer; actives 0.26% (n = 360,000); Arfgap1-stimulated ARF1 GTP hydrolysis, GDP FP detection; ADP-ribosylation factor GTPase-activating protein 1 (Rattus norvegicus), Q62848; AID 651572, 2012; inhibition, % at 16.5 µM;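 active means inhibition above a per-plate limit, mean inhibition of low control wells plus 3 SD, cut at about 25% in these data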;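 further: 0% = DMSO wells with enzyme and 100% = wells lacking Arfgap1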
Target sequence (Q62848 1-136 limits assumed): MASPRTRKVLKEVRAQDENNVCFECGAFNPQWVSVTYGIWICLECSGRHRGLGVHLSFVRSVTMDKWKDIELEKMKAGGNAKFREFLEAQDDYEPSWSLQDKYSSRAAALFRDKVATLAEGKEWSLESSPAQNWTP
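Material: rat Arfgap1 GAP domain (His6, aa 1-136), purified enzyme. Also added: human ARF1(Δ1-17)-GTP substrate. Compound dosing: 16.5 µM single point, 1.26% DMSO. Timing: enzyme reaction 120 min at 25 °C after 20 min preincubation. Signal: GDP detection by fluorescence polarization. Read-out basis: percent inhibition of GAP-stimulated GDP formation, scaled between DMSO and no-Arfgap1 medians.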
PG9 binder – binders of HIV-1 gp120 antibody PG9, primary screen, biochemical, TR-FRET; inhibition, % at 6.7 µM; AID 624416, 2012; TR-FRET gp120-PG9 antibody binding; actives 0.43% (n = 360,000); in the data active means inhibition above about 8.5%
ASAP1 inh – inhibitors of human ASAP1 ArfGAP activity, primary screen, biochemical, fluorescence polarization; actives 0.19% (n = 360,000); inhibition, % at 16.5 µM; AID 624377, 2012; ASAP1-stimulated ARF1 GTP hydrolysis, GDP FP detection; Arf-GAP with SH3 domain, ANK repeat and PH domain-containing protein 1 (Homo sapiens), …; in the data active means inhibition above about 25%;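 further: 0% = vehicle with enzyme and substrate and 100% = no enzyme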
The depositor's hits bear a star.

What do the screens show for `O=C(CSc1nnc(Cn2nnc3ccccc32)o1)N(Cc1ccc(Cl)cc1)c1ccccc1`?
GC-A act: -22.9; SMARCA2 act: -3.2; GC-B act: -15.5; rCAG RNA binder: -3.7; Rev-erbA mod: -0.9; HTRA1 inh: -42.7; mABHD4 FP: -15.1; ARFGAP1 inhibitor: -2.3; PG9 binder: -2.7; ASAP1 inh: -7.5

What do the screens show for `O=C1N/C(=C/c2cccn2-c2ccc(F)cc2)C(=O)N1Cc1ccccc1`?
GC-A act: -4.1; SMARCA2 act: -0.3; GC-B act: -2.5; rCAG RNA binder: 9.2; Rev-erbA mod: 1.9; HTRA1 inh: -8.5; mABHD4 FP: -5.9; ARFGAP1 inhibitor: 3.1; PG9 binder: -0.7; ASAP1 inh: -8.0

How did Cc1c(OCC(=O)NCC2CCC(C(=O)O)CC2)ccc2c3c(c(=O)oc12)CCC3 (stereo unspecified) do in these assays?
GC-A act: 2.8; SMARCA2 act: -3.1; GC-B act: -3.6; rCAG RNA binder: 0.7; Rev-erbA mod: 3.1; HTRA1 inh: -0.3; mABHD4 FP: -7.2; ARFGAP1 inhibitor: 3.1; PG9 binder: -0.4; ASAP1 inh: -1.6

Results for Cc1ccc([C@H]2N[C@]3(CCCN(Cc4ccc(Br)cc4)C3=O)[C@H]3C(=O)N(Cc4ccccc4)C(=O)[C@@H]23)cc1 ?
GC-A act: -2.2; SMARCA2 act: -3.0; GC-B act: 3.6; rCAG RNA binder: 1.9; Rev-erbA mod: 2.2; HTRA1 inh: -42.0; mABHD4 FP: -14.8; ARFGAP1 inhibitor: 4.9; PG9 binder: 0.0; ASAP1 inh: 1.2

Results for O=C(Nc1ccc(S(=O)(=O)N2CCCCC2)cc1)C1CCN(C(=O)c2ccc(F)cc2)CC1 ?
GC-A act: -0.5; SMARCA2 act: -1.9; GC-B act: -4.0; rCAG RNA binder: -2.6; Rev-erbA mod: -4.0; HTRA1 inh: -9.9; mABHD4 FP: -3.7; ARFGAP1 inhibitor: 5.1; PG9 binder: -0.5; ASAP1 inh: 3.2

How did O=C(NCC1CCCO1)c1ccc2c3n(nc2c1)-c1ccccc1CO3 (stereo unspecified) do in these assays?
GC-A act: -0.6; SMARCA2 act: 5.8; GC-B act: 3.6; rCAG RNA binder: 1.5; Rev-erbA mod: 0.9; HTRA1 inh: -5.8; mABHD4 FP: 0.8; ARFGAP1 inhibitor: 5.8; PG9 binder: -1.3; ASAP1 inh: -0.3

How did O=c1c(Cc2ccc(F)cc2)c(O)ccn1CCc1cnc[nH]1 do in these assays?
GC-A act: -2.9; SMARCA2 act: -2.5; GC-B act: -3.6; rCAG RNA binder: -3.3; Rev-erbA mod: -2.5; HTRA1 inh: 2.5; mABHD4 FP: -8.2; ARFGAP1 inhibitor: 8.4; PG9 binder: -3.7; ASAP1 inh: -4.5

Results for CCc1ccc2nc(NC(=O)CSCc3c(C)noc3C)sc2c1 ?
SMARCA2 act: 0.9; rCAG RNA binder: 0.0; HTRA1 inh: -8.2; mABHD4 FP: 0.3; ARFGAP1 inhibitor: 4.5; PG9 binder: -1.8; ASAP1 inh: 13.8

What do the screens show for `CCN(C(=O)[C@@H]1CC(=O)O[C@@H]1c1ccccc1)c1ccccc1`?
GC-A act: -2.0; SMARCA2 act: -0.4; GC-B act: -2.1; rCAG RNA binder: 1.4; Rev-erbA mod: -4.7; mABHD4 FP: -2.6

How did COc1cc(C(=O)NNC(=O)c2cccc(Cl)c2)ccc1OCC(=O)N1CCOCC1 do in these assays?
GC-A act: 4.8; SMARCA2 act: 0.1; GC-B act: 3.0; rCAG RNA binder: 3.0; Rev-erbA mod: 0.6; HTRA1 inh: 1.7; mABHD4 FP: 2.9; ARFGAP1 inhibitor: 1.5; PG9 binder: -0.2; ASAP1 inh: 13.5

How did O=C1C(C=NCc2ccncc2)=C(O)c2ccccc21 do in these assays?
GC-A act: 1.8; SMARCA2 act: 1.5; GC-B act: -4.4; rCAG RNA binder: 2.0; Rev-erbA mod: 2.9; HTRA1 inh: 5.3; mABHD4 FP: 8.6; ARFGAP1 inhibitor: -5.2; PG9 binder: -0.9; ASAP1 inh: 16.4

What do the screens show for `CC12CCC(C(=O)Nc3ccc(Br)cn3)(OC1=O)C2(C)C` (stereo unspecified)?
GC-A act: 5.9; SMARCA2 act: -3.9; GC-B act: 4.6; rCAG RNA binder: -2.0; Rev-erbA mod: -7.5; mABHD4 FP: -0.2; ARFGAP1 inhibitor: 9.7; PG9 binder: -1.3; ASAP1 inh: -16.6

Results for O=C(Nc1ccc(Oc2nnc(-c3ccccc3)c3ccccc23)cc1)c1ccccc1 ?
GC-A act: -1.7; SMARCA2 act: -2.1; GC-B act: 4.4; rCAG RNA binder: -0.1; Rev-erbA mod: 4.6; HTRA1 inh: -12.3; mABHD4 FP: -2.2; ARFGAP1 inhibitor: 6.4; PG9 binder: 0.2; ASAP1 inh: -9.6

How did COc1ccc(C(=O)COC(=O)c2cc(S(=O)(=O)N3CCCCC3)ccc2N2CCOCC2)c(OC)c1 do in these assays?
GC-A act: 2.3; SMARCA2 act: -1.9; GC-B act: 4.6; rCAG RNA binder: 4.6; Rev-erbA mod: 17.6*; HTRA1 inh: -21.8; mABHD4 FP: -10.8; ARFGAP1 inhibitor: -12.0; PG9 binder: -3.2; ASAP1 inh: -0.4

How did Fc1ccccc1-c1[nH]ncc1-c1nnnn1-c1ccccc1 do in these assays?
GC-A act: 4.9; SMARCA2 act: 0.5; GC-B act: -1.3; rCAG RNA binder: -1.9; Rev-erbA mod: 3.8; mABHD4 FP: 0.6; ARFGAP1 inhibitor: 10.3; PG9 binder: -0.6; ASAP1 inh: 3.3

How did O=C1c2ccccc2CN1Cc1ccccc1 do in these assays?
GC-A act: -6.1; SMARCA2 act: -0.4; GC-B act: 3.8; rCAG RNA binder: 0.6; Rev-erbA mod: -0.9; HTRA1 inh: 5.5; mABHD4 FP: -0.5; ARFGAP1 inhibitor: 0.1; PG9 binder: -1.6; ASAP1 inh: 9.2

What do the screens show for `C=CCn1c(P(=O)(O)c2ccccc2)nc2ccccc21`?
GC-A act: -1.1; SMARCA2 act: -3.1; GC-B act: 2.3; rCAG RNA binder: 0.8; Rev-erbA mod: -3.8; HTRA1 inh: -4.9; mABHD4 FP: -0.5; ARFGAP1 inhibitor: 1.0; PG9 binder: 0.3; ASAP1 inh: 10.7

How did CCCC(=O)N1CCN(c2ccc(NC(=O)c3cc4ccccc4o3)cc2)CC1 do in these assays?
GC-A act: -0.1; SMARCA2 act: 0.7; GC-B act: 7.8; rCAG RNA binder: -1.0; Rev-erbA mod: -2.5; HTRA1 inh: -5.3; mABHD4 FP: 3.7; ARFGAP1 inhibitor: -4.0; PG9 binder: -1.8; ASAP1 inh: -1.9

Results for O=C(OCc1nnc(-c2ccccc2)o1)c1ccc(S(=O)(=O)NCc2ccco2)cc1 ?
GC-A act: 0.3; SMARCA2 act: -2.2; GC-B act: -1.9; rCAG RNA binder: 7.2; Rev-erbA mod: 1.1; HTRA1 inh: -1.1; mABHD4 FP: -9.6; ARFGAP1 inhibitor: -5.3; PG9 binder: -0.3; ASAP1 inh: -10.3

Results for NC(=O)COC(=O)c1c2c(nc3ccccc13)CCCCC2 ?
GC-A act: 2.5; SMARCA2 act: -2.4; GC-B act: 6.6; rCAG RNA binder: -2.4; Rev-erbA mod: -7.3; HTRA1 inh: 2.2; mABHD4 FP: -5.5; ARFGAP1 inhibitor: -1.4; PG9 binder: 3.6; ASAP1 inh: 3.4

Overlap with the part before: 2 entries, then new ones.
Results for O=C(OCc1nnc(-c2ccccc2)o1)c1ccc(S(=O)(=O)NCc2ccco2)cc1 ?
GC-A act: 0.3; SMARCA2 act: -2.2; GC-B act: -1.9; rCAG RNA binder: 7.2; Rev-erbA mod: 1.1; HTRA1 inh: -1.1; mABHD4 FP: -9.6; ARFGAP1 inhibitor: -5.3; PG9 binder: -0.3; ASAP1 inh: -10.3

Results for NC(=O)COC(=O)c1c2c(nc3ccccc13)CCCCC2 ?
GC-A act: 2.5; SMARCA2 act: -2.4; GC-B act: 6.6; rCAG RNA binder: -2.4; Rev-erbA mod: -7.3; HTRA1 inh: 2.2; mABHD4 FP: -5.5; ARFGAP1 inhibitor: -1.4; PG9 binder: 3.6; ASAP1 inh: 3.4

How did COc1ccccc1N1CCN(C2CCCN(C(=O)CCc3cnn(C)c3)C2)CC1 (stereo unspecified) do in these assays?
GC-A act: -1.1; SMARCA2 act: 1.8; GC-B act: 6.2; rCAG RNA binder: -5.9; Rev-erbA mod: 3.6; HTRA1 inh: 3.7; mABHD4 FP: 5.2; ARFGAP1 inhibitor: -5.1; PG9 binder: 0.2; ASAP1 inh: -10.6

Results for Cc1ccc(S(=O)(=O)N2CCCC(C(=O)NC3CCCC3)C2)cc1 (stereo unspecified) ?
GC-A act: 3.8; SMARCA2 act: -0.9; GC-B act: -2.5; rCAG RNA binder: -0.6; Rev-erbA mod: -1.9; HTRA1 inh: -3.1; mABHD4 FP: 2.0; ARFGAP1 inhibitor: 8.7; PG9 binder: -1.5; ASAP1 inh: -1.4

Results for O=S(=O)(c1cccs1)n1nnc2ccccc21 ?
GC-A act: 4.1; SMARCA2 act: 0.4; GC-B act: -0.1; rCAG RNA binder: -1.7; Rev-erbA mod: 9.7; HTRA1 inh: 1.6; mABHD4 FP: -4.7; ARFGAP1 inhibitor: 4.8; PG9 binder: -0.7; ASAP1 inh: -10.4

How did Cn1c(=O)n(C)c2cc(S(=O)(=O)NCC(=O)O)ccc21 do in these assays?
GC-A act: 1.1; SMARCA2 act: -3.4; GC-B act: 4.4; rCAG RNA binder: -1.3; Rev-erbA mod: 7.0; HTRA1 inh: -1.8; mABHD4 FP: 4.1; ARFGAP1 inhibitor: 11.1; PG9 binder: -1.0; ASAP1 inh: 5.7

What do the screens show for `C/C(=N/NS(=O)(=O)c1cc(C)ccc1C)c1ccncc1`?
GC-A act: 1.9; SMARCA2 act: -2.6; GC-B act: 1.1; rCAG RNA binder: 0.9; Rev-erbA mod: 0.6; HTRA1 inh: 1.1; mABHD4 FP: -2.0; ARFGAP1 inhibitor: -5.7; PG9 binder: 0.1; ASAP1 inh: -2.0

How did Cc1ccc(-c2nnn(CC(=O)NC3CCN(Cc4ccccc4)CC3)n2)cc1 do in these assays?
GC-A act: -2.1; SMARCA2 act: 0.3; GC-B act: -0.5; rCAG RNA binder: -8.6; Rev-erbA mod: -5.5; HTRA1 inh: 0.6; mABHD4 FP: 0.4; ARFGAP1 inhibitor: 0.5; PG9 binder: -1.1; ASAP1 inh: 7.7

Outcome played no part in choosing rows, and some 4.4% of all compounds hit somewhere here.
